Screening results as filed in PubChem BioAssay.
Mdm2-MdmX inh = inhibitors of human Mdm2/MdmX interaction; O15151+Q00987; SaOS-2 split-luciferase Mdm2/MdmX complementation, luminescence; inhibition, % at 8 µM; hit rate 3% among 330,000; AID 485346;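 active means inhibition of at least 50% at 8 µM in the primary screen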
CHOP UPR activ = activators of apoptotic arm of unfolded protein response (CHOP). CHO-CHOP luciferase reporter, UPR activation, luminescence; percent of tunicamycin response over DMSO baseline. activation, % at 10 µM. hit rate 0.34% among 330,000;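 active means at 10 µM dose, activation of 40% or more, normalized to positive control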;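 further: 100% = tunicamycin at 10 µg/mL and 0% = DMSO alone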
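assay system = CHO CHOP reporter cells | amount = 500 CHO-CHOP cells per well | buffer or medium = F12 with 10% FBS | incubation = 16-18 h cell attachment, then 6 h compound exposure, 37 °C | detection = luminescence read with Steady-Glo | read-out = percent activation relative to tunicamycin control | controls = tunicamycin high control, DMSO low control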
APJ antagonist = APJ receptor antagonism; P35414; inhibition, % at 20 µM; CHO-K1 APJ beta-arrestin complementation, luminescence; hit rate 0.32% among 330,000; AID 2521;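 active means inhibition above about 40% at 20 µM, limit read from the data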;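 further: cells challenged with 10 nM apelin-13 agonist together with compound; plate controls were apelin-13 plus DMSO wells for no effect and DMSO wells lacking apelin-13 for full effect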
Target sequence (P35414 whole entry, looked up): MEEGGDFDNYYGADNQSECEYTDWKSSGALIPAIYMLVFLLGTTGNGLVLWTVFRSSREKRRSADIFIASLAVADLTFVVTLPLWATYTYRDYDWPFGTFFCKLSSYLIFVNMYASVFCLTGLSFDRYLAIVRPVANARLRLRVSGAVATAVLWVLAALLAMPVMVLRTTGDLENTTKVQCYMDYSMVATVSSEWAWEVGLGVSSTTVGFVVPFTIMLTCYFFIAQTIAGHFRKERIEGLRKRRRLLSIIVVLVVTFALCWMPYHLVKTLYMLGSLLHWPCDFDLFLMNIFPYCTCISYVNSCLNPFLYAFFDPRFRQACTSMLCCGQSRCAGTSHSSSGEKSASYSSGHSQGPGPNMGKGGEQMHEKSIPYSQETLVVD
TIM10 inh = inhibits growth of TIM10 yeast strain | S. cerevisiae TIM10 strain growth, BacTiter-Glo luminescence, 24 h | inhibition, % at 10 µM | hit rate 1.4% among 330,000 | AID 463195;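 active means inhibition of 40% or more at the single tested concentration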;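 further: wild-type TIM10 isogenic control strain grown at permissive 25 °C; 0% = DMSO yeast wells and 100% = minimal medium wells without yeast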
UPR XBP1 act = activators of adaptive arm of unfolded protein response (XBP1); AID 463104; CHO-XBP1 luciferase reporter, IRE1-XBP1 UPR activation, luminescence; percent of tunicamycin response, DMSO as zero; hit rate 0.33% among 330,000; activation, % at 20 µM;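 active means versus positive control, 20 µM dose yields 30% or more activation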;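 further: 100% = tunicamycin at 10 µg/mL and 0% = DMSO only wells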
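Signal: luciferase luminescence; Assay system: CHO-XBP1 luciferase reporter cells; Amount: one thousand reporter cells per well; Dosing: 20 µM single concentration, DMSO 1%; Benchmarks: high control tunicamycin 10 µg/mL final, low control DMSO vehicle only; Schedule: 6 h compound exposure at 37 °C, 5% CO2; Evaluation: percent activation relative to tunicamycin reference.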
tim10-1 inh = growth inhibitors of tim10-1 mutant yeast; S. cerevisiae tim10-1 ts strain growth, BacTiter-Glo, 24 h; inhibition, % at 20 µM; hit rate 2.2% among 330,000; AID 463190;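 active means inhibition of at least 40%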;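 further: mutant grown at 25 °C; 0% = DMSO wells with yeast and 100% = wells holding no yeast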
CXCR6 block = inhibitors of human CXCR6 receptor; CHO-K1 PathHunter CXCR6 beta-arrestin, luminescence; inhibition, % at 20 µM; hit rate 0.36% among 360,000; AID 602244; in the data active means inhibition above about 34%, passing the limit was not always enough;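 further: antagonist mode with CXCL16 agonist at 10 nM final; 0% = 10 nM CXCL16 with DMSO and 100% = unstimulated wells without agonist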
Target sequence (O00574 whole entry, looked up): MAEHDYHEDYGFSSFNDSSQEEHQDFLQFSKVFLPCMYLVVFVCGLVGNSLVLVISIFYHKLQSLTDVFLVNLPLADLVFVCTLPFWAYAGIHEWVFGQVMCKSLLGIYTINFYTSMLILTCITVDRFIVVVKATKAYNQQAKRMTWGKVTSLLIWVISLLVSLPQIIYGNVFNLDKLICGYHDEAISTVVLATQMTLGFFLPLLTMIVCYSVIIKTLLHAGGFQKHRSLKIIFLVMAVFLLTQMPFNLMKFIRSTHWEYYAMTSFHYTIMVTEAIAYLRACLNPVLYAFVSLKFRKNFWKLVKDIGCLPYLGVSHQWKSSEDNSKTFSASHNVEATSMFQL
APJ ag = activates the human apelin receptor APJ | activation, % at 20 µM | CHO-K1 APJ PathHunter beta-arrestin, luminescence; 0% DMSO wells, 100% apelin | hit rate 0.11% among 330,000;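 active means activation more than six SD over the plate average, tested at 20 µM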;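 further: 0% = DMSO alone and 100% = apelin-13 at 10 nM; some results filed as inactive read as strong as hits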
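assay system = CHO-K1 APJ beta-arrestin complementation cell line | input = cell density 1000 per well | dosing = compound 20 µM once, DMSO 1% | timing = compound 90 min 25 °C, reagent 1 h | measured by = luminescence from split beta-galactosidase complementation, Galacton Star/Emerald II substrate | read-out basis = APJ agonist activity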
tim23-1 inh = tim23-1 yeast growth inhibition; S. cerevisiae tim23-1 growth, BacTiter-Glo luminescence, 24 h; inhibition, % at 20 µM; hit rate 1.3% among 330,000; AID 463212;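 active means growth inhibition of the mutant yeast at or above 50%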;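 further: temperature-sensitive mutant grown at 25 °C; plate controls were DMSO-treated mutant yeast for no effect and medium wells lacking yeast for full effect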
An asterisk follows results filed as active; . = no result given. These rows are one share of the data (hit frequency here may not be typical).

SMILES	Mdm2-MdmX inh	CHOP UPR activ	APJ antagonist	TIM10 inh	UPR XBP1 act	tim10-1 inh	CXCR6 block	APJ ag	tim23-1 inh
O=[N+]([O-])c1cc(F)c(N2CCCCC2)cc1Br	8	-2.0	3	11	-2	12	-3	-3	32
CP(=O)(Nc1ccc(Cl)cc1)c1nc2c(s1)CCCC2 (stereo not drawn)	2	0.3	16	0	-2	3	1	-4	9
O=c1c2ccccc2nc(SCC2CCCCO2)n1-c1ccccc1 (stereo not drawn)	-17	0.5	3	24	2	28	-1	-2	48
CCCN(CC#CCOc1ccc(OC)cc1)CCC	-5	-0.4	9	0	-1	9	1	-3	0
CCOP(=O)(C#CC(C)(C)C)C(C)(O)c1ccccc1 (stereo not drawn)	-18	-1.9	1	0	-3	18	8	1	22
N#C/C(=C(/O)c1ccc(S(=O)(=O)N(CCCl)CCCl)cc1)c1nc2ccccc2[nH]1	-1	2.3	6	-53	-2	-2	-5	-2	-24
COc1ccccc1OCC#CCN1CCOCC1	8	-1.5	6	2	1	-6	-11	-3	7
COc1ccc(CCNCc2cccc(C(F)(F)F)c2)cc1OC	-7	-0.5	4	1	3	5	2	-2	5
COc1ccccc1CN1CCN(C(=O)Cc2ccccc2)CC1	8	0.4	-23	0	-3	16	0	-1	-17
N#CC(c1ccccc1)N1CCOCC1 (stereo not drawn)	16	0.0	-8	-12	-2	12	-10	-3	5
O=C1CN(C(=O)CN2CCCCC2)C(c2ccccc2)c2cc(Br)ccc2N1 (stereo not drawn)	9	-2.2	12	-3	-1	16	3	-5	19
CN1C(=O)/C(=C\N2CCc3ccccc32)C(=O)NC1=S	-13	-0.9	12	1	4	-7	4	-2	16
CC1CN=C(NCc2ccc(F)cc2)S1 (stereo not drawn)	1	-2.1	1	-3	0	7	-1	-3	-7
Clc1ccc(C(c2ccccc2)c2ncc[nH]2)cc1 (stereo not drawn)	25	0.4	-6	-8	-1	9	-4	5	19
CCOc1ccc(NC(=O)C2C3c4ccccc4C(c4ccccc43)C2C(=O)O)cc1 (stereo not drawn)	7	3.4	2	-9	-2	2	-5	0	0
NP(=O)(OCCCCc1ccccc1)Oc1ccccc1Cl (stereo not drawn)	15	-0.1	5	-9	-2	6	-9	2	22
Clc1ccc2c(c1)C(c1ccccc1Cl)=NCc1nnc(N3CCN(CCOc4ccccc4)CC3)n1-2	39	0.1	-4	12	-2	38	0	2	48
CN(CCOc1ccc(C=C2C(=O)NC(=O)NC2=O)cc1)c1ccccn1	-1	0.9	1	6	4	8	-9	-3	2
CCCN1CCC[C@@H](c2cccc(O)c2)C1	-30	0.5	-7	1	-9	-3	-1	-2	-10
CN1CCN(c2ccc(NC(=O)Oc3ccccc3)cc2)CC1	11	1.8	7	-129	0	-92	-5	0	4
CCC(=NCc1cc(OC)cc(OC)c1)c1c(O)[nH]c(=O)[nH]c1=O	39	-1.8	13	-11	7	-2	-4	-4	-4
COc1cccc(-n2c(-c3ccoc3)nc3ccccc3c2=O)c1	-1	-2.5	-1	-5	-1	15	-4	-2	27
O=C(Cn1ncc2c3ccccc3n(Cc3ccc(F)cc3)c2c1=O)N1CCC2(CC1)OCCO2	16	-4.1	-8	33	-2	29	-2	-4	27
COc1cccc(NC(=O)CN2CC(c3ccccc3)CC2=O)c1 (stereo not drawn)	-27	3.4	17	0	-1	14	3	-3	18
Cc1cccc(OCC(=O)N2CCN(Cc3ccc([N+](=O)[O-])cc3)CC2)c1	12	1.5	32	-13	0	-9	-1	-1	-9
O=c1[nH]c(=O)n(CCc2ccccc2)c(O)c1C=NC1CC1	18	-0.2	-8	-8	-2	12	8	4	14
COc1ccc(C(=O)C2CCCN(Cc3ccc(C)s3)C2)cc1OC (stereo not drawn)	10	-2.1	1	-12	-4	-19	-3	-1	12
Oc1ccc(Cl)c(Cl)c1Cl	-4	2.3	2	7	1	-4	-2	0	-9
S=C1NCCN1	8	1.3	5	-4	-10	-15	-4	-4	-2
O=C1CN(C(=O)COC(=O)Cc2ccccc2)c2ccccc2N1	-3	4.8	12	6	1	9	5	-3	3
COc1ccc(CN2C(=O)NC(=O)/C(=C\c3ccc(OC)c(OC)c3OC)C2=O)cc1	30	-1.6	8	4	-2	-5	-4	-3	-4
COC(=O)C1=C(c2ccc(F)cc2F)C[C@@H]2CC[C@H]1N2C(=O)NCCNC(C)=O	19	0.9	6	-7	-3	-8	-2	-4	8
CCN(N=Nc1nonc1OC)c1nonc1OC	4	-1.0	-4	-18	4	11	-10	-2	-2
C(#CCN1CCOCC1)COCc1ccccc1	-15	-0.4	15	-8	-4	-13	-9	-2	2
c1cnc2c(c1)ccc1ncccc12	5	-0.2	-3	-11	-1	-21	-14	-2	-3
COc1ccc(Cl)cc1C(=O)C1CCCN(CCO)C1 (stereo not drawn)	5	0.0	5	-4	0	-1	4	-2	18
COc1ccc(-c2nc(CSCC(=O)N3CCC4(CC3)OCCO4)c(C)o2)cc1OC	-5	-0.4	-7	19	1	14	-3	-4	21
O=C(Nc1ccc(Cl)cc1C(=O)c1ccccc1)c1ccccc1	7	-1.3	8	14	-1	24	2	-1	34
CCC(=NCCC1=CCCCC1)c1c(O)[nH]c(=O)[nH]c1=O	7	-3.1	7	10	4	32	5	-3	6
COc1cc(OC)cc(C2(C#N)CCN(C)CC2)c1	12	0.2	-8	6	-1	-6	-3	-5	3

Fetched one by one from the list above (3):
SMILES	Mdm2-MdmX inh	CHOP UPR activ	APJ antagonist	TIM10 inh	UPR XBP1 act	tim10-1 inh	CXCR6 block	APJ ag	tim23-1 inh
Oc1ccc(Cl)c(Cl)c1Cl	-4	2.3	2	7	1	-4	-2	0	-9
COc1cc(OC)cc(C2(C#N)CCN(C)CC2)c1	12	0.2	-8	6	-1	-6	-3	-5	3
COc1ccc(CN2C(=O)NC(=O)/C(=C\c3ccc(OC)c(OC)c3OC)C2=O)cc1	30	-1.6	8	4	-2	-5	-4	-3	-4

Remaining list, next part
SMILES	Mdm2-MdmX inh	CHOP UPR activ	APJ antagonist	TIM10 inh	UPR XBP1 act	tim10-1 inh	CXCR6 block	APJ ag	tim23-1 inh
CCN1C(=O)C(=Cc2ccc(C)s2)C(=O)N(CC)C1=S	-36	9.3	-8	19	9	38	-11	0	47
COc1ccc(N=Cc2c(O)n(C)c(=O)[nH]c2=O)cc1	6	3.3	-22	2	-2	-8	0	-2	8
COC(=O)C1=C(c2ccc(S(C)(=O)=O)cc2)C[C@@H]2CC[C@H]1N2C(=O)N1CCOCC1	12	-1.0	-14	7	-4	-2	-7	3	9
COC(=O)C1=C(c2cccc(OCc3ccccc3)c2)C[C@@H]2CC[C@H]1N2C(=O)NCc1ccc2[nH]ccc2c1	23	1.8	-3	9	-2	3	7	1	11
O=C(N/N=C/c1c(O)n(C2CCCCC2)c(=S)[nH]c1=O)c1ccccc1O	18	-2.6	-4	-3	-2	53*	1	-4	24
CC(=Nc1ccc2c(c1)CCC2)c1c(O)n(C2CCCCC2)c(=O)[nH]c1=O	10	0.8	8	1	3	14	5	1	7
Cc1ccc(-n2c(O)c(C=N)c(=O)n(-c3ccc(C)cc3)c2=O)cc1	-10	-0.3	-7	7	-4	-7	-3	-4	12
CCCCCCNC(=O)N[C@H](Cc1ccc(O)cc1)C(=O)NCCC[C@H]1CN2C(=NC[C@H]2CCC)N1CC1CCC1	16	-1.3	8	7	0	8	.	-3	8
Oc1ccc(/C=N/NP(=S)(c2ccccc2)c2ccccc2)cc1O	4	2.7	-22	7	12	-1	8	4	6
O=c1nc(/C=C/c2ccc(Cl)cc2Cl)cc(C(F)(F)F)[nH]1	18	1.5	0	0	1	28	0	-3	38
O=S(=O)(c1ccccc1)N1CCCCC1c1cccnc1 (stereo not drawn)	6	-1.0	22	-14	3	2	-1	-3	18
COc1ccc(N2C(=O)/C(=C/c3ccc(OC)c(OC)c3)C(=O)NC2=S)cc1	8	1.9	10	-6	-4	-8	4	-4	1
CCN(C(=O)COC(=O)C(O)(c1ccccc1)c1ccccc1)c1c(N)n(Cc2ccccc2)c(=O)[nH]c1=O	26	0.7	8	-4	-2	-21	-7	4	-11
CCN(CC)CCN/N=C(\C)c1c(O)[nH]c(=O)[nH]c1=O	18	-0.5	14	8	1	-7	0	-3	-11
CN1C(=O)/C(=C/c2cccn2-c2ccc3ccccc3c2)C(=O)NC1=S	100*	145*	-11	46*	116*	56*	34	11	66*
CN1CCC(N2CC3CC(C2)c2cccc(=O)n2C3)CC1 (stereo not drawn)	0	-1.2	24	3	-3	-16	0	-5	13
COc1cc2c(cc1OC)-c1c(OC)c(OC)cc3c1[C@H](C2)[N+](C)(C)CC3	15	-1.5	16	4	2	-7	3	-3	3
CCCCC(CC)COC(=O)c1ccccc1C(=O)OCC(CC)CCCC (stereo not drawn)	-1	-0.5	8	1	-9	1	-1	-1	10
O=c1[nH]c(=O)n(Cc2ccco2)c(O)c1/C=N/N1CCCCC1	-20	-2.4	-3	-4	2	-6	-1	2	8
Cc1ccc(O)c(C)c1	2	-0.9	-1	5	1	-4	2	-4	-5
Cc1ccc2c(c1)CC1(CN2C)C(=O)NC(=O)N(c2ccccc2C)C1=O (stereo not drawn)	5	2.1	12	2	-2	1	-5	-2	13
CCCn1cc2c3c(cccc31)C1CC(C)CN(C)C1C2 (stereo not drawn)	-29	1.0	3	-8	1	9	.	1	3
O=c1[nH]c(CN2CCNCC2)nc2ccccc12	8	0.5	6	-8	0	8	-3	-3	-1
Cc1cc(=O)oc2cc3c(cc12)CCCN3	10	1.5	3	-6	4	20	-17	-3	24
COc1ccc(NC2=NCCCS2)cc1OC	-16	-1.1	8	-16	-5	0	-1	-3	9
c1cc(CNCCc2ccc3c(c2)OCO3)ccn1	23	1.2	10	-16	-3	2	0	-1	5
CC(C)OP(=O)(OC(C)C)C(O)c1ccccc1F (stereo not drawn)	-31	0.6	-9	7	1	0	-4	6	0
CN1CCN(c2ncc(C=O)s2)CC1	-30	2.7	-9	-7	0	-11	-10	0	1
COc1cc(/C=N/NP(=S)(c2ccccc2)c2ccccc2)ccc1O	23	0.2	-8	6	0	16	10	1	19
Cc1ccc(/C=C2/C(=O)NC(=O)N(CCc3ccc(F)cc3)C2=O)s1	-11	8.9	4	-2	2	-6	-10	-1	21
COc1cccc(O)c1CN1CCCC(C(=O)c2sccc2C)C1 (stereo not drawn)	2	0.7	7	-1	1	10	2	-3	0
NCC1(c2ccc3c(c2)OCCO3)CCCC1	21	-1.5	12	-6	2	8	8	-5	-5
COC(=O)C1=C(c2ccc(F)cc2F)C[C@@H]2CC[C@H]1N2C(=O)NCCOc1ccccc1	7	1.3	4	-5	-1	-10	1	-5	25
COc1ccc(CCNC2CCCCCC2)cc1	10	0.3	-1	1	-3	-7	2	-5	3
CCCNC(=O)N1[C@H]2CC[C@@H]1C(C(=O)OC)=C(c1ccc(OC)c(OC)c1)C2	12	0.2	-5	-6	-4	-18	0	-1	6
